# Screening results deposited in PubChem BioAssay by several laboratories.
# Bcl-xL primary: blocks human Bcl-xL binding to Bim BH3 peptide; GST-Bcl-xL / FITC-Bim BH3 peptide fluorescence polarization; actives 0.7% (n = 320,000); inhibition, % at 10.9 µM;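 active = inhibition above the mean of all tested compounds plus 3 SD, cutoff set per campaign, cut at about 30% in these data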;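 also: 0% = DMSO wells and 100% = unlabeled Bim-BH3 peptide competitor; inhibitors lower millipolarization by displacing the labeled peptide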
# Target sequence (Q07817 whole entry, looked up): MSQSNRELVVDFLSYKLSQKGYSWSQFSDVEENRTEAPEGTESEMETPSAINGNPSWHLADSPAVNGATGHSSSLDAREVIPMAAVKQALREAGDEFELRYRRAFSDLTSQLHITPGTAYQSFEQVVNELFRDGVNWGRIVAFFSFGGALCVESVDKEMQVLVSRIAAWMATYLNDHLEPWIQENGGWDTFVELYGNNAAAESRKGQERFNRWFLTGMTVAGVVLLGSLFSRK
# PAFAH1B2 FP inh: blocks human PAF acetylhydrolase 1b catalytic subunit 2; actives 1.2% (n = 340,000); P68402; recombinant PAFAH1B2, FP-rhodamine activity probe, fluorescence polarization; inhibition, % at 3.39 µM;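 active = inhibition above the mean of all tested compounds plus 3 SD, cut at about 24% in these data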;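 also: 0% = enzyme with DMSO and 100% = wells lacking PAFAH1B2; many of its hits are not listed in these tables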
# GLD-1 TGE inh: GLD-1-TGE RNA interaction inhibition (C. elegans); Q17339; purified GLD-1 + fluorescein TGE RNA, fluorescence polarization; inhibition, % at 5.96 µM; actives 0.44% (n = 320,000);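 active = percent inhibition above a per-plate cutoff, the plate mean of test compounds plus 3 SD, cut at about 30% in these data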;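 also: 0% = DMSO wells with GLD-1 and probe and 100% = wells lacking GLD-1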
# AHR activator: human AHR activation; P35869; AHR-responsive luciferase reporter cells, luminescence; activation, % at 5 µM; actives 2.5% (n = 320,000); AID 2796; in the data active = activation above about 47%;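 also: 0% = vehicle wells and 100% = reference agonist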
# Target sequence (P35869 whole entry, looked up): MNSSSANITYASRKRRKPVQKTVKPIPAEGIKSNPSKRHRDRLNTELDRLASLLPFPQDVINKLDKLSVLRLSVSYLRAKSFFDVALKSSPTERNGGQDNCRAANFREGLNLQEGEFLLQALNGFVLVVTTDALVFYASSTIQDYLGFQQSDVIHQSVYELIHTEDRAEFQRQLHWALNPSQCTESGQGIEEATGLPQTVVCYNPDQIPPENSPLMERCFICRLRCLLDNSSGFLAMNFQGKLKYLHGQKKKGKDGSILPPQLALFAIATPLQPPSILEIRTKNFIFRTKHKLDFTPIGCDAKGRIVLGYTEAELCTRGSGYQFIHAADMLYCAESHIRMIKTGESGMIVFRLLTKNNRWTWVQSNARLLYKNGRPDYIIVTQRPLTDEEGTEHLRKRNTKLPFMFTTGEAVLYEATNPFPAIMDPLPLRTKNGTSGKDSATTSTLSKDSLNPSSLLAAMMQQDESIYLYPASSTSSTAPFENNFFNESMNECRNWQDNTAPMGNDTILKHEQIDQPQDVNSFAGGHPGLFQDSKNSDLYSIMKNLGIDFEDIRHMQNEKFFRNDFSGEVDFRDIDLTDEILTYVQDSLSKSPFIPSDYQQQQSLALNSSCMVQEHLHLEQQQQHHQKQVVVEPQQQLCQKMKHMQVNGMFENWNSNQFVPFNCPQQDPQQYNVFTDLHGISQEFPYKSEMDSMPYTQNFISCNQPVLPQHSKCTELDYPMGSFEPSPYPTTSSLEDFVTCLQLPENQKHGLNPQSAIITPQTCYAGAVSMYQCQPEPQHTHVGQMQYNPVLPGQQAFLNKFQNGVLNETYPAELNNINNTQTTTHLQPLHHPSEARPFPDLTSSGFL
# PME-1 primary: PME-1 (human) inhibition; Q9Y570; recombinant PME-1, FP-Rh probe fluorescence polarization; inhibition, % at 5.9 µM; actives 0.53% (n = 320,000); AID 2130;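 active = inhibition above the campaign mean of all compounds plus 3 SD, cut at about 26% in these data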;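 also: competitive labeling of PME-1 active site by serine hydrolase directed probe; 0% = PME-1 with DMSO and 100% = wells lacking PME-1 enzyme; inhibitors block probe labeling so polarization falls and inhibition rises; many of its hits are not listed in these tables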
# MCL1 BIM primary: MCL1-BIM-BH3 interaction inhibition (human); Q07820; GST-MCL1 / FITC-Bim-BH3 fluorescence polarization; inhibition, % at 10.9 µM; actives 0.68% (n = 320,000); AID 2057;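 active = inhibition above the mean inhibition of all tested compounds plus 3 SD, set per campaign, cut at about 40% in these data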;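 also: 0% = DMSO wells and 100% = unlabeled Bim-BH3 peptide control; higher means more loss of mP so more displacement of Bim peptide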
# pPAFAH FP inh: inhibitors of human plasma PAF acetylhydrolase (pPAFAH); Q13093; recombinant pPAFAH, FP-rhodamine probe fluorescence polarization; inhibition, % at 3.39 µM; actives 1.5% (n = 330,000); AID 463082;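 active = inhibition above the mean inhibition across the screen plus 3 SD, cut at about 25% in these data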;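 also: inhibitors block binding of the rhodamine activity-based probe so polarization drops; 0% = enzyme with DMSO and 100% = wells lacking pPAFAH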
# MEX-5 binding: C. elegans MEX-5 TCR-2 RNA binding activity; Q9XUB2; MEX-5/FITC-TCR2 RNA binding, fluorescence polarization; stronger effect = lower value; activity score (negative = inhibition of binding), % at 10 µM; actives 0.38% (n = 300,000);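 active = inhibition past about -25% in most replicates, and total fluorescence under double the plate's negative control median, limit read from the data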;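 also: 0% = DMSO and -100% = 5 µM competing unlabeled TCR2 RNA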
# Fam108B counter: blocks mouse Fam108B hydrolase in RBBP9 counter-screen; recombinant Fam108B, FP-Rh probe fluorescence polarization; inhibition, % at 9.51 µM; actives 0.33% (n = 300,000); AID 1947;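 active = inhibition above the screen mean inhibition plus 3 SD, computed separately per campaign, cut at about 18% in these data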;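 also: inhibitors lower polarization as less probe binds the enzyme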
# The depositor's hits bear a star; . = not tested or not shown; & = joins results of further samples.
SMILES,Bcl-xL primary,PAFAH1B2 FP inh,GLD-1 TGE inh,AHR activator,PME-1 primary,MCL1 BIM primary,pPAFAH FP inh,MEX-5 binding,Fam108B counter
Cc1c(Cl)cccc1NCC(=O)NN=C1CCCC1,-5.5,-2.4,-8.1,5.0,1.1,4.2,1.2,-0.9,-3.7
COc1cccc(C(c2c(NC(=O)c3ccco3)sc(C)c2C)N2CCOCC2)c1 (stereo unspecified),0.9,1.1,4.4,1.3,6.3,-10.2,10.3,.,.
O=C(CCl)N(Cc1ccccc1)c1ccccc1,1.2,7.1,4.6,-1.2,2.8,2.0,0.3,-3.4,-1.2
Cc1ccc(N=Nc2c(C)[nH]n(-c3ccccc3)c2=O)cc1Br,-4.3,-0.4,-9.0,22.2,4.2,-1.8,2.5,-0.4,1.2
O=C(c1ccco1)N1CCN(C(c2ccccc2)c2nnnn2Cc2cccs2)CC1 (stereo unspecified),11.2,5.5,-1.1,3.4,3.5,8.4,4.7,-1.8,7.0
CCn1c(C(C)NC(=O)c2cccc(C)c2)n[nH]c1=S (stereo unspecified),-3.9,0.3,-11.6,6.2,3.4,-1.9,-1.2,1.3,-1.8
CCCCNC(=O)c1cc(-c2ccc(OC)cc2)on1,-1.9,-1.0,6.7,0.8,-0.3,0.6,-6.8,3.3,0.5
CCOc1ccc(CN(C)c2ccc(S(=O)(=O)N3CCN(C)CC3)cc2[N+](=O)[O-])cc1OC,4.3,9.5,1.4,-6.0,2.5,2.1,-4.0,.,.
CCCN1C(=O)C2(/C(=C(\O)c3ccc4c(c3)OCCO4)C(=O)C(=O)N2CCCOC)c2ccccc21 (stereo unspecified),7.7,-0.3,1.7,-1.8,2.7,5.7,2.9,.,-0.3
O=C(NCc1ccccc1)c1cccc(NS(=O)(=O)c2cccc3cccnc23)c1,-4.2,9.4,2.6,2.9,7.9,-3.1,7.2,1.1,0.5
Cc1ccc2c(c1)N(S(=O)(=O)c1ccc(CN3C(=O)c4cccnc4C3=O)s1)CCO2,1.5,1.9,-1.4,1.8,5.0,7.6,1.1,0.3,-0.8
O=C(CSc1ncnc2ccccc12)NCCc1ccccc1,3.0,-0.2,-5.4,-1.4,-0.1,-3.9,3.3,3.5,1.2
Cc1cccc(N2CC(C(=O)O)CC2=O)c1C (stereo unspecified),0.7,-1.2,2.0,-1.9,0.5,5.9,-5.3,0.1,3.7
CCOC(=O)c1sc2ccc(S(=O)(=O)N3CCOCC3)cc2c1N,6.4,5.9,0.0,-0.8,0.9,10.3,3.3,-0.1,2.2
CC(C)N1CCC(N2CCN(CC#Cc3ccccc3)CC2CCO)CC1 (stereo unspecified),10.5,5.7,1.5,1.8,-2.6,7.6,1.4,-3.6,-4.7
COc1ccccc1CCNC(=O)C(=O)NCC1OCCN1S(=O)(=O)c1ccc(Br)cc1 (stereo unspecified),-3.5,3.4,4.0,11.1,-4.2,-6.3,2.1,3.4,1.1
CC(C)Oc1cc(NC(=O)CS(=O)CC(=O)Nc2cccc(C(F)(F)F)c2)c(Cl)cc1Cl (stereo unspecified),-0.3,1.0,17.2,0.6,-25.1,-7.0,-6.4,-1.0,-25.3
COc1cc2cc(C)c(SCC(=O)N3CCOCC3)nc2cc1OC,52.5*,-5.4,32.9*,0.6,-3.6,56.1*,0.7,2.0,-1.1
Nc1nc(SCc2ccc3c(c2)OCCO3)n[nH]1,-0.4,7.8,-3.8,12.1,-3.1,-0.9,-2.1,0.1,3.3
CC1(c2ccccc2)NC(=O)N(CC(=O)Nc2nc(-c3ccccn3)cs2)C1=O (stereo unspecified),6.8,-0.1,0.7,5.5,0.4,9.1,3.0,0.0,0.6
O=C(Cc1cccs1)Nc1cccc(-c2nc3ccccc3[nH]2)c1,7.5,-7.0,3.3,75.8*,-6.3,6.5,-2.4,1.5,-1.8
CC(C)c1ccc2[nH]c(O)c(N=NC(=O)c3ccc(CSc4nncn4C)cc3)c2c1,5.3,3.2,5.0,10.7,30.0*,4.0,4.2,0.5,-4.1
COc1ccccc1CN(C)C(=O)c1ccc(COc2ccccc2)cc1,0.0,2.2,1.6,-2.8,6.1,1.3,10.2,2.3,2.5
Cc1ccccc1-c1noc(CCC(=O)NCC2CCCO2)n1 (stereo unspecified),-11.7,4.3,-1.2,1.5,-3.9,-20.4,5.7,-2.5,1.0
O=[N+]([O-])c1ccccc1/C=C/C=N/n1c(-c2cc(-c3ccccc3)n[nH]2)n[nH]c1=S,-28.9,5.5,1.7,5.0,1.6,-22.5,-2.4,-0.6,-5.4
Cc1cc2cc(CNC(=S)NC3CCCCC3)ccc2n1C,4.4,4.9,5.0,-0.7,-2.6,4.6,3.8,-3.8,1.6
CC(CN1CCOCC1)OC(=O)C(c1ccccc1)c1ccccc1 (stereo unspecified),-2.4,5.6,1.2,2.3,-4.1,-0.2,-2.3,2.8,0.4
COc1cccc(/C=C/C(=O)Nc2ccc(C(=O)Nc3cccc(S(N)(=O)=O)c3)cc2)c1OC,2.8,-0.3,2.4,2.9,-17.1,-0.9,-1.0,-2.4,-12.8
O=C(CSc1nncs1)Nc1nnc(-c2ccccc2)o1,-2.9,2.1,-7.6,2.6,4.8,-12.9,-6.0,2.2,-9.8
COc1ccc(C2C(C(=O)NCc3cccnc3)c3ccccc3C(=O)N2C)cc1OC (stereo unspecified),1.3,3.5,-0.8,0.1,3.4,-3.3,-0.9,.,5.0
O=C(OC1CCOC1=O)c1cc(-c2ccc(Br)cc2)nc2ccccc12 (stereo unspecified),6.7,-1.9,4.0,-1.6,-15.3,8.0,0.7,-0.6,-17.4
O=C(NNC(=S)NC(=O)c1cccc([N+](=O)[O-])c1)c1ccc(Br)cc1,4.1,-1.4,5.4,0.1,2.5,10.3,10.2,-0.1,-0.4
NS(=O)(=O)c1ccc(NC(=O)/C=C/c2ccc3c(c2)OCO3)cc1,8.9,5.0,10.1,5.6,-14.2,3.4,2.3,-1.1,5.5
CCCc1cc(=O)[nH]c(SCc2cc(Cl)ccc2OC(F)F)n1,5.5,17.5,9.3,32.3,11.3,8.8,14.2,-1.0,0.6
CC(C)c1cccc(C(C)C)c1OC(=O)[C@H]1OC(C(C)(C)C)=C[C@@H]1c1ccccc1,2.2,3.9,1.5,-1.7,-0.1,1.6,-0.1,.,.
CCn1c(SCC(=O)O)nnc1-c1cccnc1,-1.0,2.2,0.3,0.0,5.1,-6.2,4.9,1.0,3.1
COc1ccc(OC)c(S(=O)(=O)Oc2ccc(N)c3ccccc23)c1,0.7,0.8,6.1,61.1*,8.5,2.4,16.2,-0.4,3.0
Cc1ccc(OCC(O)CNS(=O)(=O)c2ccccc2C(=O)N2CCCCC2)cc1 (stereo unspecified),5.9,1.8,-1.2,-0.3,-1.5,2.2,4.5,-1.0,1.9
COc1ccccc1C(=O)Nc1cc(C)ccc1NC(=O)c1ccco1,4.3,-5.2,-0.9,64.5*,1.3,2.2,1.9,-0.5,2.0
CC(=O)C1=C(c2ccccc2)OC(N)=C(C#N)C1c1ccccc1C (stereo unspecified),1.7,6.2,4.4,9.4,2.5,-3.1,0.6,-0.2,0.2
N#CCS(=O)(=O)c1ccccc1,-0.4,0.9,3.3,-1.4,4.7,8.8,2.2,1.5,3.6
O=C(O)CSCc1nc2ccccc2[nH]1,6.8,-0.2,10.4,6.6,0.3,5.8,1.0,1.1,-3.6
Cc1cc(C)cc(OCC(=O)OCC(=O)NCCC2=CCCCC2)c1,4.5,5.7,6.7,1.4,4.0,-2.8,19.9,3.4,4.1
CC(=O)Nc1ccc(NC(=O)C2CCN(S(=O)(=O)c3cccc4nonc34)CC2)cc1,1.9,2.3,4.0,-0.7,-12.2,-2.3,2.1,-3.6,-4.3
CCc1ccc(CN2CCC(Oc3ccc(C(=O)NCc4ccccn4)cc3)CC2)o1,2.6,2.1,9.5,0.0,5.9,8.4,-1.5,-3.4,2.0
Cc1ccc(S(=O)(=O)N(CCCN(C)C)Cc2ccc3c(c2)OCO3)cc1,4.0,1.5,-5.0,0.1,3.4,4.0,5.8,-0.4,-3.4
CCCC1C2CN(C(C)=O)CC=C2C(C#N)=C(N)C1(C#N)C#N (stereo unspecified),11.1,-3.3,8.4,2.5,0.2,9.4,7.4,-1.2,0.7
COc1cc(-c2nn3c(-c4cccnc4)nnc3s2)cc(OC)c1OC,5.7,0.2,-1.7,9.5,4.7,-1.4,-2.2,0.1,7.9
Cc1ccc(NC(=O)N[C@H](C(=O)O)C(C)C)c(C)c1,10.4,-0.1,-0.8,2.9,2.7,1.8,2.5,-1.3,2.0
COc1ccccc1CNC(=O)CCS(=O)(=O)c1ccc2c(c1)CC(C)N2C(=O)C1CC1 (stereo unspecified),7.3,3.1,3.3,2.7,5.0,0.6,0.8,-2.4,3.7
Cc1ccc(N(C(=O)Nc2ccccc2)C2=NCCC2)cc1,1.6,.,1.7,0.0,6.3,7.6,0.2,-0.3,0.0
Cc1ccc(-c2csc(=S)n2CC(=O)OCC(=O)NCc2ccc(F)cc2)cc1,2.7,.,1.3,5.2,5.8,5.0,8.1,-0.8,2.5
CC(=O)c1cccc(NC(=O)COC(=O)Cn2cnc3ccccc32)c1,.,-2.8,5.1,-1.7,.,.,-1.1,.,.
CCCCCC(=O)NNC1=NCC(Cc2ccccc2)S1 (stereo unspecified),3.0,3.9,-3.3,11.7,-8.9,3.5,-3.2,0.4,1.2
CSc1nc(N)nc(SCC(=O)C(C)(C)C)c1C#N,1.6,2.3,3.8,21.2,-2.2,3.0,2.5,-3.4,-0.8
COCC(=O)N1CCC(Oc2ccc(C(=O)NCc3csc(C(C)C)n3)cc2)CC1,-3.3,3.9,1.2,-0.1,-1.1,-8.6,-0.5,-0.6,-0.2
c1cnc(N2CCN(Cc3ccc4c(c3)OCO4)CC2)nc1,4.8,0.2&8.0,-6.3&8.0,-1.5&-1.2,3.2,0.0,4.0&-2.6,1.5,-1.7
CCOc1nc2ccccc2cc1C=O,6.3,7.8,8.8,1.2,-5.6,-4.0,5.1,0.5,4.6
COc1ccc(N2CCN(S(=O)(=O)CCNS(=O)(=O)c3ccccc3)CC2)cc1,1.1,1.9,0.6,1.4,-0.6,6.0,6.3,0.5,-2.0
c1ccc(-c2n[nH]c3ccccc23)cc1,0.1,3.2,-4.4,6.0,1.0,4.2,2.8,-0.5,-2.8
CCOC(=O)C1CCN(C(=O)C2CCCN(S(=O)(=O)c3ccc(OC)c(Cl)c3)C2)CC1 (stereo unspecified),2.6,2.2,1.7,1.3,2.9,-5.0,9.8,-0.6,3.5

# 3 entries out of the list above, arranged by their value in GLD-1 TGE inh, falling.
SMILES,GLD-1 TGE inh
CCOC(=O)C1CCN(C(=O)C2CCCN(S(=O)(=O)c3ccc(OC)c(Cl)c3)C2)CC1 (stereo unspecified),1.7
CCCCCC(=O)NNC1=NCC(Cc2ccccc2)S1 (stereo unspecified),-3.3
c1ccc(-c2n[nH]c3ccccc23)cc1,-4.4

# Some of the compounds tested; rates above refer to the full screens.
